Screening data: PubChem, Johns Hopkins Ion Channel Center
hERG rescue: hERG (human) protection from proarrhythmic block. Q12809. CHO-hERG, FluxOR thallium flux, dofetilide IC70 present. activation (rescue from dofetilide block), less the hit threshold, % at 10 µM. 310,000 compounds, 0.51% hits;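 active = activation above the mean of controls blocked by dofetilide plus 5 SD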;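 also: thallium influx through hERG after potassium depolarization seen as dye fluorescence rise; in these data hits start at about 4.7%; inactives centre near -7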
KCNK9 block: inhibitors of human KCNK9 two-pore domain potassium channel; HEK293 KCNK9, FluxOR thallium flux fluorescence; active compounds read low; 310,000 compounds, 1.2% hits; Q9NPC2; AID 488922; B-score at 10 µM;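 active = ratio B-score over 3 SD below the library mean, with starting fluorescence within 5 SD of its mean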;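 also: negative B-score means less thallium flux so channel inhibition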
Target sequence (Q9NPC2 whole entry, looked up, the tested form may be a part): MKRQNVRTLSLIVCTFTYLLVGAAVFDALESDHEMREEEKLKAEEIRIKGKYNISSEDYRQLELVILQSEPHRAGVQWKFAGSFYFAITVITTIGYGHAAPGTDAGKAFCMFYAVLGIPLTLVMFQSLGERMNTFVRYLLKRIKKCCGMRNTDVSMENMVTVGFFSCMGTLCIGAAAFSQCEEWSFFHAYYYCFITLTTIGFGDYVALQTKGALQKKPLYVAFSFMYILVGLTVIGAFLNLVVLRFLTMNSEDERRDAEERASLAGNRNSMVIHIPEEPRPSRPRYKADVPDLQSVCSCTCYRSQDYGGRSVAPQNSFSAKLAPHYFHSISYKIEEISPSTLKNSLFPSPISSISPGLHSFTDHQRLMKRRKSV
ANO1 block: mouse TMEM16A channel inhibition, primary screen; HEK293 TMEM16A/YFP iodide influx fluorescence, ionomycin; 310,000 compounds, 1.2% hits; normalized B-score (activity score, 25-100; higher = stronger inhibition) at 10 µM; Q8BHY3;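 active = ratio plate-corrected score three or more library SD toward inhibition, starting fluorescence score within five deviations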;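 also: score derived from kinetic fluorescence span divided by baseline fluorescence per well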
TMEM16A act: mouse TMEM16A channel activation, primary screen. Q8BHY3. HEK293 TMEM16A/YFP-H148Q/I152L, iodide quench fluorescence; active compounds read low. B-score at 10 µM. 340,000 compounds, 0.3% hits;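 active = fluorescence-ratio B-score plate-corrected deviation score at least 3 library SD below zero, with starting fluorescence score within 5 deviations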;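 also: channel opened by trigger with iodide after compound preincubation; score built on the fluorescence ratio of max minus min over baseline; more negative score means more quench and so TMEM16A activation or potentiation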
KCNQ1 pot: potentiators or activators of human KCNQ1 potassium channel; 310,000 compounds, 0.35% hits; AID 2648; CHO-K1 KCNQ1, thallium flux FluxOR fluorescence; active compounds read high; B-score at 10 µM; P51787;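 active = fluorescence ratio B-score, a plate-corrected score, at least three library SD, with initial intensity B-score within 5 SD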
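System: Stable KCNQ1 CHO-K1 line | Incubation: 90 min dye loading and 20 min compound exposure, both at room temperature | Measure: Ratio B score | Medium: Assay buffer for compound exposure, DMSO matched across wells | Compound dosing: Single-concentration screen | Probe or stimulus: K+/Tl+ depolarizing stimulus | Measured by: Kinetic FluxOR fluorescence, 10 s baseline plus 110 s post-stimulus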
KCNQ1 inh: blocks the human KCNQ1 potassium channel. CHO-K1 KCNQ1, FluxOR thallium flux fluorescence; active compounds read high. B-score at 10 µM. 310,000 compounds, 1.3% hits. AID 2642;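 active = compounds whose thallium flux B-score, printed positive for inhibition, exceeds three library SD while starting fluorescence stays within three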;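 also: channel opened by potassium depolarization with thallium stimulus after 20 min compound exposure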
KCNK3 block: human KCNK3 channel inhibition, primary screen | O14649 | CHO-KCNK3 thallium flux, FluxOR fluorescence; active compounds read low | B-score at 10 µM | 340,000 compounds, 0.84% hits;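 active = B-score under library mean minus 4 SD, starting fluorescence ratio at most library mean plus 5 SD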;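 also: more negative B-score means stronger inhibition of thallium flux through KCNK3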
MrgX1 allo act: allosterically activates human MrgX1 receptor signaling | AID 588675 | Q96LB2 | MrgX1-HEK293, Fluo-4 calcium flux, FDSS; active compounds read high | 310,000 compounds, 0.63% hits | B-score at 10 µM;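 active = plate-corrected calcium response at least 3 library SD above typical, normal starting fluorescence, not activating the receptor alone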;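 also: compound read alongside a low EC10 to EC30 dose of BAM8-22 agonist; peak minus trough fluorescence over baseline measured at the second addition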
Target sequence (Q96LB2 whole entry, looked up): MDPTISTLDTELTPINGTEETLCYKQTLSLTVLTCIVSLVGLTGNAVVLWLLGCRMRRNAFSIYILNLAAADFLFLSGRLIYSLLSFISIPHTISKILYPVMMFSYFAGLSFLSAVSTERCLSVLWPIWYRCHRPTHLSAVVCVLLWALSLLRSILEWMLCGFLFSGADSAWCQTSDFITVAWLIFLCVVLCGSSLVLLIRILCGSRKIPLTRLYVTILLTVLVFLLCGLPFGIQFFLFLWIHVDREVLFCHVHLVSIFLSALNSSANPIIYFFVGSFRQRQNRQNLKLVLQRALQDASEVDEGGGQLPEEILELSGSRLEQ
MrgX1 agonist: human MrgX1 receptor agonism, primary screen; Q96LB2; MrgX1-HEK293 cells, Fluo-4 calcium fluorescence, agonist mode; active compounds read high; B-score at 10 µM; 310,000 compounds, 0.44% hits; AID 588627;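 active = calcium response B-score plate-corrected fluorescence ratio at least 3 library SD, with starting fluorescence B-score inside 5 SD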
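Assay system: stable human MrgX1 HEK293 cell line. Quantity: 15,000 cells per well. Schedule: cells plated overnight, dye loaded 0.5 h 37 °C, 0.5 h room temperature. Detection: Fluo-4 NW calcium-flux fluorescence, kinetic read. Read-out basis: peak-minus-minimum fluorescence over baseline, converted to B scores. Control set: positive and negative control wells on each plate.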
RGS4 block: inhibitors of human RGS4. P49798. B-score at 10 µM. 310,000 compounds, 0.45% hits. HEK293 M3R/RGS4 inducible, Fluo-4 calcium flux; active compounds read high; triggered by carbachol at its EC20;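 active = B-score, a plate-corrected calcium signal, over three deviations above library mean, with baseline fluorescence within five deviations of library mean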;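 also: RGS4 expression induced by doxycycline in cells with stable M3 receptor; B-score is computed from the integrated fluorescence ratio over baseline after carbachol; higher B-score means a larger calcium signal and so more RGS4 inhibition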
Target sequence (P49798 whole entry, looked up): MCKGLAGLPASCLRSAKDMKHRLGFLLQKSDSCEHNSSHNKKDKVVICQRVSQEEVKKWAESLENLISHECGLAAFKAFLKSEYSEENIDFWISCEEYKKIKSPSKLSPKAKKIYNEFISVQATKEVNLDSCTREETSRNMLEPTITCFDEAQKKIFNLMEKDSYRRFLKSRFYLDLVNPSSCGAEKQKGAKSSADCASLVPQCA
RGS4 act: potentiators or activators of RGS4; 310,000 compounds, 0.92% hits; B-score at 10 µM; HEK293 M3R/inducible RGS4, carbachol calcium flux Fluo4; active compounds read low;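 active = B-score of the integrated calcium signal more than 4 SD below the library mean, with starting fluorescence not abnormally high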;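 also: negative B-score means reduced calcium response which marks RGS4 activation or potentiation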
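Material: M3R-expressing HEK293 line, RGS4 induced by doxycycline | Schedule: Overnight RGS4 induction, 30 min dye load 37 °C, 20 min compound RT | Measured by: Fluo4 fluorescence kinetic imaging of calcium | Read-out: Integrated calcium ratio converted to B score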
* = called active by the depositor; i = inactive; x = not tested or not shown.

Sample of the layout:
SMILES	hERG rescue	KCNK9 block	ANO1 block	TMEM16A act	KCNQ1 pot	KCNQ1 inh	KCNK3 block	MrgX1 allo act	MrgX1 agonist	RGS4 block	RGS4 act
Cc1ccc(C(=O)c2ccc([N+](=O)[O-])cc2)cc1	-1	i	i	i	i	i	i	i	i	i	i
CCC(C)NC(=O)C1c2cc(OC)c(OC)cc2C(=O)N(C)C1c1cccs1 (centres undefined)	-12	i	i	i	i	i	i	i	i	i	i

Results, repeating the preview:
SMILES	hERG rescue	KCNK9 block	ANO1 block	TMEM16A act	KCNQ1 pot	KCNQ1 inh	KCNK3 block	MrgX1 allo act	MrgX1 agonist	RGS4 block	RGS4 act
Cc1ccc(C(=O)c2ccc([N+](=O)[O-])cc2)cc1	-1	i	i	i	i	i	i	i	i	i	i
CCC(C)NC(=O)C1c2cc(OC)c(OC)cc2C(=O)N(C)C1c1cccs1 (centres undefined)	-12	i	i	i	i	i	i	i	i	i	i
Cn1c2c(c(=O)n(C)c1=O)C(C(F)(F)F)(C(F)(F)F)N=C(C1CCCCC1)N2	-4	i	i	i	i	i	i	i	i	i	i
CN(C)CCCNc1nc(N)c([N+](=O)[O-])c(NCc2ccccc2)n1	-4	i	i	i	i	i	i	i	i	i	i
O=C(CSCc1ccc(Cl)cc1)N/N=C/c1ccc(OCC(=O)Nc2ccccc2)cc1	-7	i	i	i	i	i	i	i	i	i	i
Cc1ccc(OC[C@H](O)[C@H](C)NC(C)C)c2c1CCC2	x	x	i	i	x	x	i	i	i	x	x
CCc1nnc(SCc2ccc(OC(C)C)cc2)n1N	-8	i	i	i	i	i	i	i	i	i	i
COc1ccc(OC)c(NC(=O)COC(=O)CNC(=O)c2ccc(OC)c(OC)c2)c1	-12	i	i	i	i	i	i	i	i	i	i
COc1ccccc1C(=O)Nc1ccnn1C1CCN(C(=O)C2CCOC2)CC1 (centres undefined)	-4	i	i	i	i	i	i	i	i	i	i
COc1cccc(CSc2nc3cc4c(cc3cc2C)OCCO4)c1	-5	i	i	i	i	i	i	i	i	i	i
Cc1ccnn1CCC(=O)N1CCCC(CCC(=O)N2CCN(c3ccccn3)CC2)C1 (centres undefined)	-16	i	i	i	i	i	i	i	i	i	i
Cc1cccc(C(=O)NC(=S)Nc2ccc(S(=O)(=O)N(C)c3ccccc3)cc2)c1	-5	i	i	i	i	i	i	i	i	i	i
COc1ccc(CN(CCC(c2ccccc2)c2ccco2)C(=O)c2ccco2)cc1 (centres undefined)	-17	-13*	i	i	i	i	i	i	i	i	-8.2*
CC(C)Cn1c(CCNC(=O)c2ccco2)nc2ccccc21	-11	i	i	i	i	i	i	i	i	i	i
Cc1cc(C(=O)Nc2nnc(C3CCCCC3)s2)no1	-9	i	i	i	i	i	i	i	i	i	i
CCOC(=O)N1CCN(C(=O)CCn2c(=S)[nH]c3ccsc3c2=O)CC1	-9	i	i	i	i	i	i	i	i	i	i
Cc1ccc(C)c(OCc2ccc(C(=O)N3N=C(C(F)F)CC3(O)C(F)F)o2)c1 (centres undefined)	-5	i	i	i	i	i	i	i	i	i	i
CC(C(=O)N1CCCC1)N1CCN(c2ccccc2O)CC1 (centres undefined)	11*	i	i	i	i	i	i	i	i	i	i
CCOc1ccc(NC(=O)CN(C)CC(=O)Nc2ccc(F)c(F)c2F)cc1OCC	-9	i	i	i	i	i	i	i	i	i	i
CC(C)C(=O)N1CCN(c2ccccc2NC(=S)NC(=O)Cc2ccccc2)CC1	-12	i	i	i	i	i	i	i	i	i	i
O=C(c1ccoc1)N1CCCC(Nc2ccc(F)c(F)c2)C1 (centres undefined)	-12	i	i	i	i	i	i	i	i	i	i
Cc1cccc(CS(=O)(=O)c2ncc(Cl)c(C(=O)NCc3ccccc3)n2)c1	-15	i	i	i	i	i	i	i	i	i	i
O=c1c2ccccc2nnn1COc1ccc(Cl)cc1Br	3	i	i	i	i	i	i	i	i	i	i
COc1ccc(NC(=O)Cn2c(CCC(=O)O)ccc2-c2ccccc2)cc1	-11	i	i	i	i	i	i	i	i	i	i
O=S(=O)(Nc1nnc(C2CCCCC2)s1)c1ccc(F)cc1	-9	i	i	i	i	i	i	i	i	i	i
The list goes on.
SMILES	hERG rescue	KCNK9 block	ANO1 block	TMEM16A act	KCNQ1 pot	KCNQ1 inh	KCNK3 block	MrgX1 allo act	MrgX1 agonist	RGS4 block	RGS4 act
CC(C)=CCN1CCN(Cc2ccoc2)CC1CCO (centres undefined)	-17	i	i	i	i	i	i	i	i	i	i
COc1ccc(C(=O)NC2=NCCS2)cc1S(=O)(=O)N1CCCCC1C (centres undefined)	-10	i	i	i	i	i	i	i	i	i	i
Cc1ccc(N2C(=O)N3[C@H](c4ccc(Br)cc4)[C@@H]4C(=O)N(C(C)(C)C)C(=O)[C@@H]4[C@]3(C)C2=O)cc1	-12	i	i	i	i	i	i	i	i	i	i
COC(=O)c1ccc(-n2c(C)cc(C(=O)CCl)c2C)cc1	-25	i	i	i	i	i	i	i	i	i	i
CCC(C)(C)NC(=O)C(c1ccc(OC)cc1)N(C(=O)CCC(=O)Nc1cc(C)on1)C(C)(C)C (centres undefined)	-7	i	i	i	i	i	i	i	i	i	i
CC(C)(C)NC(=O)CN(C(=O)CCC(=O)Nc1nccs1)c1ccc(F)cc1	-8	i	i	i	i	i	i	i	i	i	i
O=C(CSc1nccc(=O)[nH]1)NCc1ccc(Cl)cc1	-11	i	i	i	i	i	i	i	i	i	i
CN1C(=S)SC2CS(=O)(=O)CC21 (centres undefined)	-1	i	i	i	i	i	i	i	i	i	i
COc1ccc(NCC(=O)Nc2cc(S(=O)(=O)N3CCOCC3)ccc2N2CCOCC2)c(OC)c1	-12	i	i	i	i	i	i	i	i	i	i
O=C1CN(C(=O)CNC(=O)c2ccccc2Cl)c2ccccc2N1	-3	i	i	i	i	i	i	i	i	i	i
COc1ccc(CN(C(=O)c2cccs2)c2ccccc2C(=O)O)cc1	-5	i	i	i	i	i	i	i	i	i	i
CN(C)c1ccc(N=Nc2ccc(S(N)(=O)=O)cc2)cc1	-3	i	i	i	i	i	i	i	i	i	i
CCOC(=O)C(C)Oc1ccc(=O)n(-c2ccccc2)n1 (centres undefined)	-9	i	i	i	i	i	i	i	i	i	i
CCOC(=O)C1=C(CNCc2ccccc2Cl)NC(=O)NC1c1cccc([N+](=O)[O-])c1 (centres undefined)	-19	i	i	i	i	i	i	i	i	i	i
COc1ccc(C[C@@H]2CN3C(=NC[C@@H]3C)N2C[C@H](C)NC(=O)CCC2CCCCC2)cc1	-7	i	i	i	i	i	i	i	i	i	i
Cn1c(=O)c(/C(N)=N/OC(=O)c2ccccc2)cn(-c2ccccc2)c1=O	-11	i	i	i	i	i	i	i	i	i	i
COC(=O)c1nn(-c2ccc(OC)cc2)c(=O)cc1Oc1ccccc1	-5	i	i	i	i	i	i	i	i	i	i
O=C(Cn1nnc(-c2ccccc2)n1)NC1CCS(=O)(=O)C1 (centres undefined)	-6	i	i	i	i	i	i	i	i	i	i
O=C(Nc1nnc(-c2ccccc2)s1)c1cc(S(=O)(=O)N2CCOCC2)c(Cl)cc1Cl	-8	i	25*	i	i	i	i	i	i	i	i
Cc1cc(NC(=O)CSc2ccc3nnc(-c4cccc(F)c4)n3n2)no1	-4	i	i	i	i	i	i	i	i	i	i
CN1CCC(=O)N(CCSc2ccc(Br)cc2)CC1	-6	i	i	i	i	i	i	i	i	i	i
O=C(Nc1cccc(NS(=O)(=O)c2ccc(S(=O)(=O)NC3CC3)cc2)c1)c1ccccn1	-12	i	i	i	i	i	i	i	i	i	i
COCCNCCCOc1ccc(Cl)cc1Br	-9	i	i	i	i	i	i	i	i	i	i
CCn1nnnc1SCC(=O)c1ccc(NC(C)=O)cc1	-5	i	i	i	i	i	i	i	i	i	i
Cc1ccc(CNCc2cc(Cl)ccc2O)cc1	x	x	i	i	x	x	i	i	i	x	x
Remaining list, next part:
SMILES	hERG rescue	KCNK9 block	ANO1 block	TMEM16A act	KCNQ1 pot	KCNQ1 inh	KCNK3 block	MrgX1 allo act	MrgX1 agonist	RGS4 block	RGS4 act
Cc1c(NC(=S)NC(=O)C(c2ccccc2)c2ccccc2)cccc1C(=O)O	-7	i	i	i	i	i	i	i	i	i	i
Cc1ccc2c(c1)-c1nc3ccccc3cc1C2=NC1CCCCC1	x	x	i	i	x	x	i	i	i	x	x
COc1ccc(CCNC(=O)CCn2cccc2)cc1OC	-9	i	i	i	i	i	i	i	i	i	i
COc1ccc(-n2nc(C(=O)NCC(=O)NCCCN3CCN(C)CC3)c3ccccc3c2=O)cc1OC	-3	i	i	i	i	i	i	i	i	i	i
O=S1(=O)CCC(N=Nc2c(O)n(Cc3ccccc3)c3ccccc23)C1 (centres undefined)	-17	i	i	i	i	i	i	i	i	i	i
CCOC(=O)N1CCN(Cc2nc3cc(NC(=O)c4ccco4)ccc3n2C)CC1	-6	i	i	i	i	i	i	i	i	i	i
COc1ccc(S(=O)(=O)Nc2ccccc2C(=O)NCc2ccco2)cc1	-8	i	i	i	i	i	i	i	i	i	i
O=c1cc(Nc2ccc3c(c2)OCO3)[nH]c(=O)n1-c1ccc(Br)cc1	-9	i	i	i	i	i	i	i	i	i	i
O=C(Nc1ccc(Br)cc1)c1cc(-c2ccc3c(c2)OCO3)on1	-5	i	i	i	i	i	i	i	i	i	i
OCC(C#CCN1CCCCC1)NCc1ccccc1 (centres undefined)	-9	i	i	i	i	i	i	i	i	i	i
Cc1ccc(N(C)S(=O)(=O)c2ccc3[nH]cc(C(=O)NCCCN4CCOCC4)c(=O)c3c2)cc1C	-4	i	i	i	i	i	i	i	i	i	i
CC(=O)OC(C(=O)NC1CCCCC1)c1ccccc1Cl (centres undefined)	-4	i	i	i	i	i	i	i	i	i	i
S=C(NCC1CCCO1)c1ccc(Br)cc1 (centres undefined)	-6	i	i	i	i	i	i	i	i	i	i
COc1ccc2[nH]c(C(=O)O)c(NS(=O)(=O)c3ccc(Cl)s3)c2c1	-11	i	i	i	i	i	i	i	i	i	i
Cc1[nH]c2ccc(F)cc2c(=O)c1SC(F)(F)C(F)C(F)(F)F (centres undefined)	-5	i	i	i	i	i	i	i	i	i	i
